ST2 inh: IL1RL1 inhibition | AlphaLISA ST2-Fc/biotin-IL-33 interaction, 1 h | inhibition, % for hits at 17 µM | 2.3% of 78,000 active; in the data active = inhibition above about 30%; inconclusive = mostly about 10% to 28%
Target sequence (Q01638 whole entry, looked up): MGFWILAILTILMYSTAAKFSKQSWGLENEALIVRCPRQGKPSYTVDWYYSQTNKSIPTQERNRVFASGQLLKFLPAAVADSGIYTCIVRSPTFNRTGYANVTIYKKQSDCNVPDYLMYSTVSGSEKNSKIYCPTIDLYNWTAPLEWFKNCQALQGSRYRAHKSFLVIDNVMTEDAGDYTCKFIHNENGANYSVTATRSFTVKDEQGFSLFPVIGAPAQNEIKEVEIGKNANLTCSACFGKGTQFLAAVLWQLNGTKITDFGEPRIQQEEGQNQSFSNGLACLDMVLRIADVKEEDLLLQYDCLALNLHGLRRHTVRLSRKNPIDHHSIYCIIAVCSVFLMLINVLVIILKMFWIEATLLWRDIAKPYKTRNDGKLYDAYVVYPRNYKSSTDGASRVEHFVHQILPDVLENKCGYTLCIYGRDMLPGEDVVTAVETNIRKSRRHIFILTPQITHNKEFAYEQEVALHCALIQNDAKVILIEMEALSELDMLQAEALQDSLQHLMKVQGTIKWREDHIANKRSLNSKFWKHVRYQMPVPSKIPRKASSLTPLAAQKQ
Active calls of the source: *. The list is partial; rates above refer to the full screens.

Screening C#Cc1cccc(C(=O)N2CCCC(C(=O)c3ccc(OC)cc3C)C2)c1 (stereo not given) returned ST2 inh inactive.
`COc1cc([C@@H]2c3cc4c(cc3[C@H](O)C3COC(=O)[C@@H]32)OCO4)cc(OC)c1OC` (stereo not given in full) gave ST2 inh inactive.
`O=C(CCCOc1ccccc1)Nc1cc(Cl)c(Cl)cc1Cl` gave ST2 inh inactive.
`COc1ccc(-c2c(C#N)c(SCC(N)=O)nc(C)c2C(=O)Nc2ccccc2)cc1` gave ST2 inh inconclusive.
Screening CSc1nnc(CC2CCN(C(=O)[C@@H]3CCCN3)CC2)n1C returned ST2 inh inactive.
`Cc1oc(-c2ccc(Cl)cc2)nc1CSCC(=O)NC(C)C` gave ST2 inh inactive.
Screening O=c1[nH]c(-c2cccc(Cl)c2)nc2ccccc12 returned ST2 inh inactive.
For Cc1ccc(-c2ccc(F)cc2O)c2cccnc12 the results were ST2 inh inconclusive.
For CC1(C(=O)O)CCC(C(=O)Nc2ccc(F)cc2)C1(C)C (stereo not given) the results were ST2 inh inconclusive.
Screening Cc1cc(Br)ccc1OCC(=O)Nc1c(C)cccc1C returned ST2 inh inconclusive.
For O=C(NC1CCN(Cc2ccccc2)CC1)c1ccc2nc3ccccc3c(=O)n2c1 the results were ST2 inh inactive.
COc1cc(NC(=O)CN2C(=O)CC(c3ccccc3)=Nc3ccccc32)cc(OC)c1 was read as ST2 inh inactive.
O=C(c1ccccc1Cl)N1CCN(c2ccc([N+](=O)[O-])cc2)CC1 was read as ST2 inh inactive.
For CC(Oc1ccc(Cl)cc1Cl)C(=O)Nc1ccncc1 (stereo not given) the results were ST2 inh inactive.
For COc1ccc(OCc2nc(C#N)c(NCCN3CCOCC3)o2)cc1 the results were ST2 inh inactive.
CN(CC1CCCN(CCc2ccc(Cl)cc2)C1)C(=O)c1cnsn1 (stereo not given) was read as ST2 inh inconclusive.
Screening CC1CCCN(C(=O)C2CCCCC2C(=O)O)C1 (stereo not given) returned ST2 inh inactive.
`COc1ccc(Cl)cc1C(=O)Nc1ccc(S(=O)(=O)Nc2nccs2)cc1` gave ST2 inh inactive.
For CCCCC1C(=O)N(C)CCN1C(=O)c1cc(NC(C)=O)ccc1Cl (stereo not given) the results were ST2 inh inactive.
COc1cccc(OCC(=O)N2CCC3(CCN(C)C3)CC2)c1 was read as ST2 inh inactive.
For c1ccc(OCCOCCn2nc3ccccc3n2)cc1 the results were ST2 inh inactive.
`COc1ccc(-c2nnc(NC(C)=O)s2)cc1` gave ST2 inh inactive.
COCCCNC(=O)c1cc2cc3cc(OC)ccc3nc2o1 was read as ST2 inh inactive.
For Cn1nccc1C#CCN1CCOCC1 the results were ST2 inh inconclusive.

Fetched by compound from the entries so far:
For CCCCC1C(=O)N(C)CCN1C(=O)c1cc(NC(C)=O)ccc1Cl (stereo not given) the results were ST2 inh inactive.
Screening CC1CCCN(C(=O)C2CCCCC2C(=O)O)C1 (stereo not given) returned ST2 inh inactive.
`COc1ccc(-c2nnc(NC(C)=O)s2)cc1` gave ST2 inh inactive.

(listing goes on)
For O=C(c1ccccc1)N1CCN=C1SCc1cccnc1 the results were ST2 inh inactive.
Screening COc1ccc(C)cc1NC(=O)c1cnc(Nc2ccccc2OC)c2ccccc12 returned ST2 inh inactive.
`O=C(c1ccccc1Br)N1N=C(c2ccc(Br)cc2)CC1c1ccco1` (stereo not given) gave ST2 inh inactive.
Screening CC1CN(CCOc2ccccc2)CC(C)O1 (stereo not given) returned ST2 inh inactive.
For COc1ccc(NC(=O)CSc2nc(-c3cccs3)cc(C(F)(F)F)c2C#N)cc1 the results were ST2 inh inactive.
For CCC(CC)C(=O)NC[C@H]1O[C@@H](CC(=O)N2CCC(C)CC2)[C@H](O)[C@@H]1O the results were ST2 inh inactive.
Screening Cc1ccc(OCCCC(=O)Nc2ccc([N+](=O)[O-])cc2)cc1 returned ST2 inh inactive.
`O=C(CN1CCN(Cc2ccccc2F)S1(=O)=O)Nc1ccc(Cl)cc1F` gave ST2 inh inconclusive.
`O=C(COc1nsnc1N1CCOCC1)Nc1cccc(Cl)c1` gave ST2 inh inactive.
Screening CCN(CC)Cc1cnc2c(C(=O)N3C[C@H]4CC=CC[C@H]4C3)cnn2c1 returned ST2 inh inactive.
Screening C=CCNc1nc(OC)nc(OC)n1 returned ST2 inh inactive.
CN(Cc1ccccc1)CC1CCCN(CCc2ccc(F)cc2)C1 (stereo not given) was read as ST2 inh inactive.
`O=C(NC1CCCCC1)c1ccc(Cl)cc1` gave ST2 inh inactive.
`CN(C)CC1(O)CCCN(C(=O)c2ccc3c(c2)OCCO3)CC1` (stereo not given) gave ST2 inh inconclusive.
For COc1cc(C2NC(=O)NC(C)=C2[N+](=O)[O-])ccc1O (stereo not given) the results were ST2 inh inconclusive.
Screening O=C(NCc1cccs1)C(Cc1ccccc1)NS(=O)(=O)c1cccs1 (stereo not given) returned ST2 inh inactive.
For CCS(=O)(=O)N1CCCC(C(=O)NC2CCCC2)C1 (stereo not given) the results were ST2 inh inactive.
COc1cc(C2CC(=O)c3c(O)cc(O)cc3O2)ccc1O (stereo not given) was read as ST2 inh inactive.
`CCCCN(C)C(=O)c1cn(CC)c2ccc(S(=O)(=O)N3CCC(C)CC3)cc2c1=O` gave ST2 inh inconclusive.
For Cc1ccc(-n2c(SCC(=O)Nc3ccccc3F)nc3c(c2=O)SCC3)cc1 the results were ST2 inh 32%*.
`CS(=O)(=O)N1CCCC(C(=O)NCCC2=CCCCC2)C1` (stereo not given) gave ST2 inh inactive.
For O=C1Nc2ccc(-c3cccc(C(F)(F)F)c3)cc2C(=O)N2C[C@H](O)C[C@@H]12 the results were ST2 inh inconclusive.
For Cc1noc(C)c1CCC(=O)N1CCc2c([nH]c3ccccc23)C1CC(C)C (stereo not given) the results were ST2 inh inactive.
Screening CC1CCN(C(=O)CN2C(=O)C3CCCCN3c3ccc(C(=O)N(C)C)cc32)CC1 (stereo not given) returned ST2 inh inactive.
For O=C(N[C@@H]1CN(Cc2ccccn2)CCC[C@H]1O)c1ccc(OCc2ccccc2)cc1 the results were ST2 inh inconclusive.
`Cc1nc2scc(-c3ccc(C(C)C)cc3)c2c(=O)n1/N=C\N(C)C` gave ST2 inh inactive.
For Cc1cc(C)n(CCNC2CCN(c3ccc4c(c3)OCO4)CC2)c(=O)n1 the results were ST2 inh inconclusive.
For CC(C)Sc1nc2c([nH]c3ccccc32)c(=O)n1C the results were ST2 inh inactive.
For Cc1cc(C)nc(N=C(N)Nc2ccc(Cl)cc2Cl)n1 the results were ST2 inh inactive.
For Cn1cc(C(=O)NC(Cn2cccn2)c2ccccc2)ccc1=O (stereo not given) the results were ST2 inh inconclusive.
For CN(C)c1ccc(/C=C2/S/C(=N\O)NC2=O)cc1 the results were ST2 inh inconclusive.
`Cc1ccc(N2C(=O)C3C4C=CC(C4)C3(C)C2=O)c(C)c1` (stereo not given) gave ST2 inh inactive.
`COc1cccc(N2CCN(C3CCCC(C)C3)CC2)c1` (stereo not given) gave ST2 inh inconclusive.
Screening COc1ccc(O)c(C2Oc3ccccc3C3CC(c4cccs4)=NN32)c1 (stereo not given) returned ST2 inh inconclusive.
Screening COc1ccc(NC(=O)Cn2c(=O)n(-c3ccccc3)c(=O)c3sccc32)c(OC)c1 returned ST2 inh inactive.
For O=c1c2oc3ccccc3c2ncn1Cc1cccc(Cl)c1 the results were ST2 inh inconclusive.
Cc1ccc2[nH]cc(-c3ncccc3C(=O)N3CCCC3)c2c1 was read as ST2 inh inactive.
CCCCNC(=O)C1(O)c2cc(Br)ccc2NC(=O)N1c1ccc(OCC)cc1 (stereo not given) was read as ST2 inh inactive.
For O=c1c2sccc2n(Cc2ccc([N+](=O)[O-])cc2)c(=O)n1-c1cc(F)ccc1F the results were ST2 inh inactive.
`COc1ccc(Cl)cc1NC(=O)c1cc2c(=O)n3ccccc3nc2s1` gave ST2 inh 37%*.
N#C/C(=C\c1ccccc1)c1nc2ccccc2[nH]1 was read as ST2 inh inconclusive.
Screening Cc1cc(C(=O)N2CCC3(CCCN(CCCc4ccccc4)C3=O)C2)n[nH]1 (stereo not given) returned ST2 inh inactive.
O=C1CCCc2c1[nH]c1ccc(OCc3ccccc3)cc21 was read as ST2 inh inconclusive.
`CC1(C(=O)Nc2ccc(OCC(N)=O)cc2)CC1(Cl)Cl` (stereo not given) gave ST2 inh inactive.
For C=CCNC(=O)CN(c1cc(Cl)cc(Cl)c1)S(C)(=O)=O the results were ST2 inh inactive.
Screening COc1ccc(C(=O)c2sc3nc(N)c(C#N)cc3c2N)cc1OC returned ST2 inh inconclusive.
`Cc1c(C(=O)NCCSCc2ccco2)cccc1[N+](=O)[O-]` gave ST2 inh inactive.
Screening O=S(=O)(NCc1ccccc1)N1CCCC1c1ccccn1 (stereo not given) returned ST2 inh inconclusive.

Sorted by molecular weight (highest first): part of the list above.
CCCCNC(=O)C1(O)c2cc(Br)ccc2NC(=O)N1c1ccc(OCC)cc1 (stereo not given) was read as ST2 inh inactive.
Screening Cc1cc(C(=O)N2CCC3(CCCN(CCCc4ccccc4)C3=O)C2)n[nH]1 (stereo not given) returned ST2 inh inactive.
Screening COc1ccc(C(=O)c2sc3nc(N)c(C#N)cc3c2N)cc1OC returned ST2 inh inconclusive.
Cc1ccc2[nH]cc(-c3ncccc3C(=O)N3CCCC3)c2c1 was read as ST2 inh inactive.

(cont.)
NNC(=O)C1CC1c1ccccc1 (stereo not given) was read as ST2 inh inactive.
CCCCN(C)C(=O)CCC(=O)Nc1ccc2nc(N3CCOCC3)cc(C)c2c1 was read as ST2 inh inconclusive.
`CC1CCCCN1Cc1cc(Cl)c2cccnc2c1O` (stereo not given) gave ST2 inh inconclusive.
`O=C1OCCCN1CCn1ccnc1-c1cnc(-c2ccccc2)s1` gave ST2 inh inactive.
For CCCS(=O)(=O)N1CCC(C(=O)N2CCOCC2)CC1 the results were ST2 inh inactive.
Screening Cc1c(C(c2ccccc2)c2c(C)n(C)n(-c3ccccc3)c2=O)c(=O)n(-c2ccccc2)n1C returned ST2 inh inactive.
`O=C(O)c1ccc2c(c1)C(=O)N(c1cc(Cl)ccc1O)C2=O` gave ST2 inh inactive.
Cc1cc(NS(=O)(=O)c2ccc(NC(=O)C3CC=CCC3C(=O)O)cc2)nc(C)n1 (stereo not given) was read as ST2 inh inactive.
Screening Cc1nccn1CCC(=O)N1CCc2c(cc(-c3ccccc3F)c(=O)n2Cc2ccncc2)C1 returned ST2 inh inactive.
`COc1ccc(C(=O)C[n+]2cnn(CC(=O)c3ccc(C)cc3)c2)cc1` gave ST2 inh inactive.
O=C1NC(=Nc2ccccc2)SC1(CO)CO was read as ST2 inh inactive.
Cc1[nH]nc(Nc2cccc(Cl)c2)c1[N+](=O)[O-] was read as ST2 inh inconclusive.

The last two entries of the part above open the next one:
O=C1NC(=Nc2ccccc2)SC1(CO)CO was read as ST2 inh inactive.
Cc1[nH]nc(Nc2cccc(Cl)c2)c1[N+](=O)[O-] was read as ST2 inh inconclusive.
For CCS(=O)(=O)N1CCN(Cc2ccncc2)CC1 the results were ST2 inh inactive.
For Cc1cc(C(F)(F)F)nc(CCNC(=O)[C@H](N)CC(C)C)n1 the results were ST2 inh inconclusive.
Screening O=C(O)CSc1nc2ccccc2c(=O)[nH]1 returned ST2 inh inactive.
Screening CCOC(=O)C1CCN(Cc2nnc(CC3CCNCC3)n2C)CC1 returned ST2 inh inactive.
Screening CCOc1ccc(N2S(=O)(=O)c3ccccc3S2(=O)=O)cc1 returned ST2 inh inactive.
For O=C(CC1SC(=O)N(c2ccccc2)C1=O)Nc1ccc(Cl)cc1 (stereo not given) the results were ST2 inh inactive.
`Cc1ccc(NC2CCCN(C(=O)CN3CCOc4ccccc4C3)C2)cc1C` (stereo not given) gave ST2 inh inactive.
`CCCn1cc(SCC(=O)NC2CCCCC2)c2ccccc21` gave ST2 inh inactive.
Cc1cccc(-n2c(C)nc3c(cnn3-c3ccccc3Cl)c2=O)c1 was read as ST2 inh inactive.
`COc1ccccc1C1CC(c2ccccc2)Nc2nc(N)nn21` (stereo not given) gave ST2 inh inactive.
Screening COc1ccccc1OCCCOc1ccc(/C=C2/C(=N)N3C=CSC3=NC2=O)cc1OC returned ST2 inh 34%*.
`Cc1ccc(NC2=CC(=NS(=O)(=O)c3ccc(F)cc3)c3ccccc3C2=O)cc1` gave ST2 inh 69%*.
COc1cccc(C2C3=C(CCCC3=O)Nc3nc(SCc4ccccc4F)[nH]c(=O)c32)c1 (stereo not given) was read as ST2 inh inactive.
CC(=O)Nc1cc(C)ccc1OCc1cc(=O)n2oc(C)cc2n1 was read as ST2 inh inactive.
c1ccc(-c2noc(C3CCN(Cc4cc5n(n4)CCNC5)CC3)n2)cc1 was read as ST2 inh inactive.
COCCN1CCCC2(CCN(C(=O)Cn3nc4ccccc4n3)C2)C1=O (stereo not given) was read as ST2 inh inactive.
For COc1ccc(C(C)=O)cc1CSc1nc2ccccc2s1 the results were ST2 inh inactive.

Screens: PubChem BioAssay, IUPUI and University of Michigan
